# High-throughput results from PubChem BioAssay.
# RAD54 inh = inhibitors of human RAD54 branch migration, primary screen, biochemical, fluorescence, single point. RAD54 Holliday junction branch migration, FAM/BHQ fluorescence. actives 0.14% (n = 360,000). inhibition, % at 10.4 µM. DNA repair and recombination protein RAD54-like (Homo sapiens), Q92698;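 active = mean normalized replicate activity at least 40 and at least half of replicates scoring 40 or more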;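 note: 0% = median of neutral control wells and 100% = median of positive control wells; inhibitors cause a drop in the FAM fluorescence signal; in these data hits start at about 50%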
# miR-122 sensor = miR-122 Renilla sensor signal increase in Huh7, primary screen, miR-122 inhibitor project, cell-based, single point, plate reader; Huh7 miR-122 Renilla luciferase sensor, 48 h; neutral wells = 0, positive control = 100; actives 0.3% (n = 340,000); AID 602342, 2012; activation (reporter increase), % at 12.5 µM;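 active = mean replicate activation score at least 90 and every replicate individually at or above 90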;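 note: higher luciferase means less miR-122 activity so hits act as miR-122 inhibitors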
# RAD52 anneal inh = RAD52 DNA annealing inhibitors, primary screen, biochemical, FRET, single point, set 2. DNA repair protein RAD52 homolog (Homo sapiens), P43351. recombinant RAD52 DNA annealing, FRET fluorescence. inhibition, % at 18.7 µM. actives 0.46% (n = 360,000). AID 651710, 2012;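 active = every replicate showing at least 50% inhibition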
# Target sequence (P43351 whole entry, looked up): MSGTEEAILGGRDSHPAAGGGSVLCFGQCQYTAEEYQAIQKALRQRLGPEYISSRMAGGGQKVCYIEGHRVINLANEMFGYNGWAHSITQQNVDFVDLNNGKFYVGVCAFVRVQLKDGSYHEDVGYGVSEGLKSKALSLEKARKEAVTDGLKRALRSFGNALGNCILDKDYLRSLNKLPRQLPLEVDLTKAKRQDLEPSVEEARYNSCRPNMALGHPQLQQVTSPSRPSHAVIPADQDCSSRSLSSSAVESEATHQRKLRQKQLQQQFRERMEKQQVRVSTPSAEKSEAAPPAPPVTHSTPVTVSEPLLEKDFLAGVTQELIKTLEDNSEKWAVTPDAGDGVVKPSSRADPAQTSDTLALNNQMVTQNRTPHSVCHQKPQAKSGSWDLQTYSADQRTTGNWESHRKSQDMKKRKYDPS
# E-sel inducer = E-selectin induction in HUVECs, primary screen, imaging, HUVEC, immunofluorescence imaging, single point; normalized: neutral wells 0, TNF-alpha wells 100; actives 0.37% (n = 260,000); AID 686992, 2013; P16581; activation, % at 7.58 µM;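 active = mean E-selectin-positive cell signal at least 10% of the positive control, reached in at least 60% of replicates, without over 20% cell loss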;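 note: in these data hits start at about 27%; measured in HUVEC primary endothelial cells; signal is the percent of cells scored E-selectin positive by PE staining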
# Target sequence (P16581 whole entry, looked up): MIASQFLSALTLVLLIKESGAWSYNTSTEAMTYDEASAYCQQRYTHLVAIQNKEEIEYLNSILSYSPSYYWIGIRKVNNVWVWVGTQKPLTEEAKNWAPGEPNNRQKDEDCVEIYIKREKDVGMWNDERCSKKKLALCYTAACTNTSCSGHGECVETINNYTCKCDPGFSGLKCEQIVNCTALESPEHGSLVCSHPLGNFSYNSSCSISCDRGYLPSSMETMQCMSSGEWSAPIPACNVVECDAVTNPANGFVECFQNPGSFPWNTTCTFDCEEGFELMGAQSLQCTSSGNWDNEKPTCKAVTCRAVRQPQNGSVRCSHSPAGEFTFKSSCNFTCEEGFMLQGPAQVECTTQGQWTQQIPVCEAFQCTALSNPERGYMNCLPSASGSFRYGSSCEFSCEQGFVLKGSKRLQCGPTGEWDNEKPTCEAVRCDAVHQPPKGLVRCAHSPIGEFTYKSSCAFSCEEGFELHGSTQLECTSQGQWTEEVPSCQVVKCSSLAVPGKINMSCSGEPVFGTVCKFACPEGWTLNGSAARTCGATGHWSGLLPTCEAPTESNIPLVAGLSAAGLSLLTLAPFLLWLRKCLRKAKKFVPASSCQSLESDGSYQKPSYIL
#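 Test system: HUVEC | Signal: Immunofluorescence imaging | Read-out: Percent E-selectin-positive cells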
# ERAP1 inh = human ERAP1 aminopeptidase inhibitors, primary screen, biochemical, single point, plate reader. Endoplasmic reticulum aminopeptidase 1 (Homo sapiens), Q9NZ08. recombinant ERAP1, Leu-AMC fluorescence, 60 min. inhibition, % at 10.7 µM. actives 0.15% (n = 340,000);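 active = mean replicate inhibition of at least 30%, or all replicates individually reaching that 30% level; inactive = mean below 30% and not every replicate reaching it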;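 note: 0% = neutral control wells and 100% = L-leucinethiol positive control wells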
# PglD inh = C. jejuni PglD acetyltransferase inhibitors, primary screen, biochemical, DTNB colorimetric, single point; UDP-N-acetylbacillosamine N-acetyltransferase PglD (Campylobacter jejuni); actives 0.098% (n = 360,000); inhibition, % at 12.5 µM; purified PglD enzyme, DTNB colorimetric CoA detection; in the data active = inhibition above about 16%, passing the limit was not always enough; note: strong numbers were not always called active
# PGC1a acetyl inh = inhibitors of PGC1a acetylation signal, primary screen, cell-based, U2OS, AlphaScreen, inhibitor mode; AID 651687, 2012; inhibition, % at 15.6 µM; AlphaScreen anti-acetyl-lysine; with virally co-expressed GCN5 acetyltransferase; actives 0.17% (n = 350,000);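 active = every replicate shows inhibition of at least 40%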;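 note: 0% = neutral control wells and 100% = positive control wells; some results beyond the cut were filed as inactive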
# Cneo AK release = Cryptococcus neoformans cell lysis inducers, primary screen, AK release luminescence, single concentration; C. neoformans lysis, adenylate kinase release luminescence, 4 h; normalised: neutral wells 0, clomiphene wells 100; AID 651654, 2012; lysis activity, % at 15 µM; actives 0.2% (n = 360,000);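 active = mean lysis activity across replicates of at least 80%, whatever share of replicates individually reach that level; inactive = mean lysis activity below 80%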
#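 Assay system: Cryptococcus neoformans yeast cells / Dosing: single-point compound dose / Timing: 4 h at 37 °C static, read 1 h later / Measured by: luminescence of released adenylate kinase using an AK detection reagent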
# An asterisk follows results filed as active; / = no result given; & = joins results of further samples; [ ] = another dose, or the depositor's remark.
# Every second line gives: RAD54 inh | miR-122 sensor | RAD52 anneal inh | E-sel inducer | ERAP1 inh | PglD inh | PGC1a acetyl inh | Cneo AK release
Cc1cccc(C)c1NC(=O)C1CCCN1S(=O)(=O)c1ccccc1 (configuration not stated)
  3 | -4 | -1 | 0.1 | 3 | 0 | 0 | 10
O=C(O)CN(CC(=O)O)CC(=O)O
  -4 | -15 | -20 | 2.0 | 6 | -3 | 8 | 2
COc1ccc(NC(=O)Nc2ccc3c(c2)C(=O)N([C@@H](C)CO)C[C@@H](C)[C@@H](CN(C)CC2CC2)OCCCC[C@@H](C)O3)cc1
  8 | -10[16.7 µM] | 25 | 0.0 | 1 | -2 | -2 | 59
CNC(=O)C1CC(=O)N(c2ccc(OCC(=O)Nc3ccc(OC)cc3)cc2)C1 (configuration not stated)
  3 | 0 | -4 | / | -3 | 1 | 2 | 3
CCC(=O)N1CC(=O)N2[C@H](C1)[C@H](c1ccc(C#Cc3cccc(F)c3)cc1)[C@@H]2CO
  / | / | -19 | 0.2 | 3 | / | 4 | /
Cc1cc(OC(C)C(=O)NCC(O)c2ccccc2)c2c(C)cc(=O)oc2c1 (configuration not stated)
  2 | -5 | -9 | 4.1 | 1 | / | -2 | -2
CCOC(=O)C1=C(CS(=O)(=O)c2ccc(F)cc2)NC(=O)NC1c1cc(OC)c(O)c(OC)c1 (configuration not stated)
  -5 | -7 | -7 | / | -3 | -13 | -3 | 2
Cc1ccccc1NC1=C(C(=O)c2ccccc2)N(C)S(=O)(=O)c2ccccc21
  -9 | -5 | / | / | / | 4 | -24 | 0
Cc1ccc(S(=O)(=O)Nc2ccc3c(c2)C(=O)N([C@@H](C)CO)C[C@@H](C)[C@@H](CN(C)C(=O)CCCN(C)C)OCCCC[C@H](C)O3)cc1
  14 | 1[16.7 µM] | 17 | / | -3 | 4 | 4 | 3
CNC(=O)C[C@H]1CC[C@H]2[C@@H](COC[C@@H](O)CN2Cc2ccc(C(F)(F)F)cc2)O1
  0 | 0[16.7 µM] | -2 | -0.1 | 0 | -5 | -3 | 2
CCCCCC(=O)Nc1ccc(S(=O)(=O)Nc2ccc(Cl)nn2)cc1
  -6 | -4 | -18 | / | -3 | 2 | -3 | -1
COc1ccccc1-c1ccc([C@@H]2[C@H](C#N)N(C(=O)CN(C)C)[C@H]2CO)cc1
  4 | / | 0 | 0.0 | 0 | 1 | -6 | 0
COc1ccccc1C(=O)COC(=O)c1ccc(Cl)nc1
  7 | -11 | 0 | / | 0 | 1 | 7 | -1
Clc1ccc(-c2cc3ccccc3nc2N2CCCC2)cc1
  2 | 6 | / | / | / | 1 | -4 | 9
NC(=O)CC(NC(=O)c1ccccc1)c1ccc(NCc2ccc(F)cc2)c([N+](=O)[O-])c1 (configuration not stated)
  -2 | -3 | / | 0.9 | / | -2 | / | 4
O=C(C[C@@H]1C[C@H]2c3cc(NC(=O)C4CCC4)ccc3O[C@H]2[C@@H](CO)O1)NC1CCCCC1
  -10 | -5[16.7 µM] | -11 | 0.1 | 0 | 1 | 2 | 2
CCCCN(C)C(=O)CCCCn1c(=O)[nH]c2cc(OCC)c(OCC)cc2c1=O
  3 | -7 | / | / | / | 1 | -21 | 0
C=CCn1c(SCC(=O)NC2CCCC2)nnc1-c1ccncc1
  -1 | 1 | -16 | 0.0 | 0 | 4 | 1 | -1
O=C(C[C@H]1C[C@H]2c3cc(NC(=O)Nc4ccccc4F)ccc3O[C@H]2[C@@H](CO)O1)NCc1ccc(Oc2ccccc2)cc1
  -3 | 4[16.7 µM] | -4 | 0.1 | 3 | 1 | 14 | -8
CC(C)CC#Cc1cnc2c(c1)C(=O)N([C@H](C)CO)C[C@@H](C)[C@@H](CN(C)C(=O)c1ccc(F)cc1)O2
  3 | -3[16.7 µM] | 2 | 1.4 | -3 | 4 | 30 | 1
O=S1(=O)CC(N2CCC(Cc3ccccc3)CC2)CN1C1CCCCC1 (configuration not stated)
  0 | -1 | 3 | / | / | -7 | 1 | 0
Cc1ccc(NC(=O)CCCn2c(=S)[nH]c3ccsc3c2=O)cc1C
  -1 | -10 | -7 | 0.1 | -1 | 3 | 11 | 0
O=C(NCC1CCCCC1)[C@@H]1[C@@H](CO)[C@@H]2Cn3c(cccc3=O)[C@@H]2N1Cc1ccccn1
  11 | 6[16.7 µM] | -18 | -0.8 | -2 | 0 | -8 | -2
Cc1ccc(CNC(=O)C2CCCN2C(=O)Nc2cccc(Cl)c2)cc1 (configuration not stated)
  7 | -3 | -17 | -1.0 | -1 | 1 | 15 | 2
Fc1ccc(/C=N\Nc2cccc(F)c2)cc1
  3 | 2 | 0 | -0.2 | 2 | 0 | 8 | -1
COc1ccc(NC(=O)N(C)C[C@@H]2Oc3cc(C#CCN(C)C)ccc3S(=O)(=O)N([C@@H](C)CO)C[C@@H]2C)cc1
  -3 | -5[16.7 µM] | 9 | 0.5 | -2 | -2 | -8 | -2
O=C(C[C@@H]1CC[C@H](NC(=O)C2CC2)[C@@H](CO)O1)Nc1ccccc1
  4 | / | 3 | 0.0 | 0 | -3 | 5 | 0
CO[C@H]1CN(C)C(=O)c2cc(NC(=O)C3CCOCC3)ccc2OC[C@H](C)N(Cc2cccnc2)C[C@@H]1C
  -5 | / | 0 | -0.1 | / | 1 | 7 | -3
COc1ccc(N2CCN(C(=S)Nc3cccc(OC)c3)CC2)cc1
  -5 | -1 | -16 | / | -1 | -5 | -13 | 3
CCC(=O)N1[C@H](CNC(=O)CN2CCOCC2)[C@@H](c2ccccc2)[C@@H]1CO
  0 | 14[16.7 µM] | / | -0.1 | / | 1 | 2 | -1
C[C@@H]1CN([C@H](C)CO)C(=O)Cc2cc(NC(=O)Cc3ccccc3)ccc2O[C@@H]1CN(C)S(C)(=O)=O
  -9 | 1[16.7 µM] | -14 | 0.0 | -3 | 1 | -56 | 0
O=C(NCCO)/C(=C\c1cccc([N+](=O)[O-])c1)NC(=O)c1cccs1
  -1 | -1 | -26 | -0.2 | -4 | 6 | 1 | 1
O=C(CSc1ncn(-c2ccccc2)n1)N1CCc2ccccc21
  -8 | -2 | / | / | / | -3 | 4 | 1
O=C(NC(=O)c1ccccc1)OCCN1C(=O)c2ccccc2C1=O
  / | / | -7 | 7.0 | -1 | / | -3 | /
O=C(c1ccccc1)N1CCC(O)(c2ccc3c(c2)OCO3)CC1
  -16 | 4 | / | / | / | / | 3 | 2
O=[N+]([O-])c1ccc(Nc2ccc(Cl)cc2)nc1
  / | -10 | -3 | 0.8 | -2 | / | -7 | /
COc1ccc2c3c(cccc13)N(C)N=C2C
  7 | 20 | / | / | / | -7 | 2 | 3
COc1ccc(CN(C)C[C@@H]2OCCCC[C@@H](C)Oc3ccc(NC(=O)c4ccncc4)cc3C(=O)N([C@@H](C)CO)C[C@H]2C)cc1
  -8 | 4[16.7 µM] | -11 | -0.2 | 1 | -4 | 10 | 4
O=C(Oc1cccc2cccnc12)c1cccs1
  -4 | -3 | / | / | / | -1 | 1 | -2
Cc1noc(C)c1CSCC(=O)Nc1cc(C(F)(F)F)ccc1N1CCOCC1
  1 | 7 | -21 | 41* | 2 | -1 | 0 | -2
NC(=O)c1ccc(C(=O)N/N=C(/Cc2ccccc2)c2ccccc2)cc1
  9 | / | -11 | 0.3 | -6 | -3 | / | 1
COc1cccc(-c2nnn(CCC(=O)O)n2)c1
  10 | -3 | / | / | / | 6 | -7 | 4
O=C(CSc1nnc(COc2ccc(Cl)cc2)o1)N1CCN(c2ccccc2)CC1
  -2 | -10 | -3 | 0.0 | -3 | 0 | 6 | -2
COC1=NC2=NCCN2C(OC)=N1
  -8 | -10 | 1 | -0.2 | 4 | -2 | -7 | 1
CC(C)NC(=O)N(C)C[C@@H]1Oc2cc(C#Cc3cccc(F)c3)ccc2S(=O)(=O)N([C@@H](C)CO)C[C@H]1C
  -1 | 19[16.7 µM] | 12 | -2.6 | 0 | 3 | 10 | -5
C/C=C/c1ccc2c(c1)O[C@@H](CN(C)C(=O)Cc1cccnc1)[C@H](C)CN([C@@H](C)CO)S2(=O)=O
  5 | 0[16.7 µM] | 17 | 0.1 | 1 | 3 | -3 | -1
COc1ccccc1-c1ccc2c(c1)[C@@H]1[C@@H](CCN1C(=O)C1CCOCC1)[C@@H](CO)N2
  -16 | -3[16.7 µM] | -19 | -0.4 | -1 | -4 | -4 | -11
C[C@H]1CN([C@@H](C)CO)C(=O)c2cccc(NC(=O)C3CCOCC3)c2O[C@@H]1CN(C)Cc1ccc(C(=O)O)cc1
  8 | -3[16.7 µM] | 5 | 0.2 | -1 | -4 | 16 | 6
COc1ccc(Cl)cc1Cn1c(C)c(C(=O)NCc2cccc([N+](=O)[O-])c2)sc1=O
  5 | / | -16 | / | / | -1 | / | 1
COc1ccc(S(=O)(=O)N(C)C[C@@H]2OCc3cnnn3CCCC(=O)N([C@@H](C)CO)C[C@@H]2C)cc1
  -5&3&16 | -2 | -9&6&-10 | 0.0&0.0 | 0&-2&-2 | -1&-2&-4 | -2&16 | 1&43&46
CC(=O)N1c2ccc(S(=O)(=O)N3CCC(C(=O)Nc4cccc(Cl)c4)CC3)cc2CC1C (configuration not stated)
  -11 | -3 | -13 | -0.2 | -3 | 1 | 17 | -4
C/C=C/c1ccc([C@@H]2[C@H](CO)N[C@H]2CNS(=O)(=O)c2ccccc2)cc1
  0 | -17[16.7 µM] | -90 | 0.0 | / | -1 | 1 | 5
CC(=O)c1ccc(-c2cccc(-c3cc(=O)oc4ccc(C(C)(C)C)cc34)c2)cc1
  -2 | -5 | 0 | / | / | -6 | -3 | -3
O=C(Cn1cnc2c(nnn2-c2cccc(F)c2)c1=O)Nc1ccc2c(c1)OCCO2
  3 | / | -3 | / | -2 | -4 | -6 | -1
CC(=O)Nc1cc(=O)c2cccnc2[nH]1
  -15 | 3 | -35 | 0.1 | -3 | -3 | -5 | 1
c1ccc(-c2csc(=Nc3cccnc3)n2CC2CCCO2)cc1 (configuration not stated)
  -3 | 20 | / | -0.5 | / | 0 | -5 | 1

# A different layout for part of the listing above.
Compound: C[C@H]1CN([C@@H](C)CO)C(=O)c2cccc(NC(=O)C3CCOCC3)c2O[C@@H]1CN(C)Cc1ccc(C(=O)O)cc1
- RAD54 inh = 8
- miR-122 sensor = -3[16.7 µM]
- RAD52 anneal inh = 5
- E-sel inducer = 0.2
- ERAP1 inh = -1
- PglD inh = -4
- PGC1a acetyl inh = 16
- Cneo AK release = 6
Compound: COc1ccc(Cl)cc1Cn1c(C)c(C(=O)NCc2cccc([N+](=O)[O-])c2)sc1=O
- RAD54 inh = 5
- miR-122 sensor = /
- RAD52 anneal inh = -16
- E-sel inducer = /
- ERAP1 inh = /
- PglD inh = -1
- PGC1a acetyl inh = /
- Cneo AK release = 1
Compound: COc1ccc(S(=O)(=O)N(C)C[C@@H]2OCc3cnnn3CCCC(=O)N([C@@H](C)CO)C[C@@H]2C)cc1
- RAD54 inh = -5&3&16
- miR-122 sensor = -2
- RAD52 anneal inh = -9&6&-10
- E-sel inducer = 0.0&0.0
- ERAP1 inh = 0&-2&-2
- PglD inh = -1&-2&-4
- PGC1a acetyl inh = -2&16
- Cneo AK release = 1&43&46
Compound: CC(=O)N1c2ccc(S(=O)(=O)N3CCC(C(=O)Nc4cccc(Cl)c4)CC3)cc2CC1C (configuration not stated)
- RAD54 inh = -11
- miR-122 sensor = -3
- RAD52 anneal inh = -13
- E-sel inducer = -0.2
- ERAP1 inh = -3
- PglD inh = 1
- PGC1a acetyl inh = 17
- Cneo AK release = -4
